Source: PubChem BioAssay
TAG inh = inhibitors of triacylglycerol accumulation, primary screen, cell-based, uHTS, fluorescence, H9c2 | H9c2 cells, Nile Red lipid (TAG) fluorescence; cells loaded with 200 µM oleic acid | inhibition, % at 12.5 µM | actives 0.66% (n = 230,000) | AID 651582, 2012;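 active = pattern-corrected inhibition of lipid staining of at least 50% with the nuclear-stain viability signal not falling by more than 50%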;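 also: 0% = DMSO wells and 100% = triacsin C control wells; some results filed as inactive read as strong as hits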
TAG inh DAPI viability = further read-out of TAG inh, marked with its call; DAPI nuclei signal change (viability), lower = more cytotoxic, %;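 whole-well DAPI fluorescence read on a plate reader as a viability signal; minus 50 percent equals half of cells still viable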
The depositor's hits bear a star. These rows are one share of the data (hit frequency here may not be typical).

molecule	TAG inh	TAG inh DAPI viability
COc1ccc(C(=O)NNC(=O)COc2ccc(Cl)cc2C)cc1S(=O)(=O)N1CCOCC1	5	-5
CC(C)Oc1cccc(C(=O)Nc2ccc(N3CCN(S(C)(=O)=O)CC3)cc2)c1	29	-9
Cc1ccc(NC(=O)c2ccc3c(c2)C(=O)N(c2ccccc2C)C3=O)nc1	-1	2
Cc1cc(-c2cc(C)c(N)cc2C)c(C)cc1N	2	0
Cc1onc(-c2ccccc2)c1NC(=O)OC(C)c1cccnc1 (stereo unspecified)	-17	2
O=Cc1cn(CC(=O)N2CCc3ccccc32)c2ccccc12	-2	-1
N#CC(c1ccccc1)C(CC(=O)c1ccccc1)c1ccccc1 (stereo unspecified)	-7	-4
Cc1nc2cc(-c3ccccc3)ccc2o1	-13	2
COc1cc(/C=C/C(=O)OCC(=O)N(C)C2CCS(=O)(=O)C2)ccc1OC(F)F (stereo unspecified)	12	-7
Cc1cc(NC(=O)COC(=O)c2ccc(Cl)cc2)no1	-7	7
Nc1ncc2c(n1)CC(c1ccco1)CC2=O (stereo unspecified)	-5	-1
Cc1ccc(C(c2nnnn2C(C)(C)C)N2CCN(C3CCCC3)CC2)cc1 (stereo unspecified)	3	13
C[C@@H]1CN([C@@H](C)CO)C(=O)CCCn2cc(nn2)CO[C@H]1CN(C)S(=O)(=O)c1cn(C)cn1	0	0
COC(=O)Cc1cc(=O)[nH]c(/N=C(\N)Nc2ccc(C)cc2C)n1	-1	3
Cn1cc(C=C2C(=O)CC(C)(C)CC2=O)c2ccccc21	1	3
COc1ccc(/C=c2/sc3n(c2=O)NC2(c4ccccc4)N(C)C(=O)N(C)C2(c2ccccc2)N=3)cc1 (stereo unspecified)	26	2
CCN1CCN(c2ccc(N3CCN(S(=O)(=O)c4cc([N+](=O)[O-])ccc4C)CC3)nn2)CC1	7	-13
COc1ccc(OC)c(NC(=O)CCN2CCN(c3ccccc3F)CC2)c1	-208	2
Cn1cc(CN2CCC(N3CCNC(=O)CC3)CC2)c(-c2ccccc2F)n1	0	2
CSCCC(NC(=O)COc1ccccc1)C(=O)N1CCC(C(N)=O)CC1 (stereo unspecified)	-18	-7
CC1CCN(S(=O)(=O)c2cccc(C(=O)N(Cc3ccccc3)c3ccccn3)c2)CC1	-11	6
CN(C(=O)COc1ccc(Br)cc1Cl)C1CCCCC1	-8	6
O=[N+]([O-])c1ccc(NN=CCCc2ccccc2)nc1	9	2
COc1cccc(Nc2ccc([N+](=O)[O-])c3nonc23)c1	2	2
O=C(COC(=O)CCc1nc2ccccc2c(=O)[nH]1)Nc1ccccc1OC(F)F	16	-5
O=C(Nc1ccc(-c2cn3ccsc3n2)cc1)C1CCCC1	11	-3
CC(=O)Nc1ccc(-c2csc(NCc3ccccc3)n2)cc1	-30	-4
O=C(Nc1cnn(Cc2ccc(F)cc2)c1)c1cnn2c(C(F)F)cc(-c3ccccc3)nc12	15	0
Cc1nnc(SCC(=O)NC2CCCCC2)s1	-20	9
CCCCc1nnc(NC(=O)Cc2ccc(S(=O)(=O)N3CCOCC3)s2)s1	-6	5
CCCCC1(Br)C(=O)N(c2ccccc2)N(c2ccccc2)C1=O	-16	5
Cc1cc(C)nc(-n2ncc3c2CCCC3=O)n1	3	-10
C#CCOCCOCCOCCNc1nc(N2CCN(C(=O)Cn3cc(CCO)nn3)CC2)nc(N2CCN(C(=O)[C@H]([C@@H](C)O)n3cc(CCCCN)nn3)CC2)n1	16	4
Cc1csc(-c2cc(C(=O)NCc3ccc(F)cc3)n[nH]2)c1	-2	4
COc1ccc(/C=C2\N=C3CCCCCN3C2=O)cc1	5	0
C/C(=N\NC(=O)CNc1cccc2ccccc12)c1ccccc1	8	1
COc1ccc(-c2c(C(F)(F)F)nn(C)c2NC(=O)c2ccco2)cc1	2	2
O=C(COC(=O)c1ccc[nH]c1=O)NC1CCCCCCC1	-12	-7
O=C(Nc1ncc(Cc2cccc(Cl)c2)s1)c1cccs1	-20	4
N=c1nc(-c2ccccc2)ccn1O	-5	7
O=C(Nc1ccc(Br)cc1)C1CCCN(C2=NS(=O)(=O)c3ccccc32)C1 (stereo unspecified)	11	-9
O=C(NCc1ccc2c(c1)OCO2)C1CC(c2ccc(Cl)c(Cl)c2)=NO1 (stereo unspecified)	-23	-1
CCCOc1ccc(CSc2ncn[nH]2)cc1	10	-2
C[C@@H]1CN([C@H](C)CO)C(=O)CCCn2nncc2CO[C@H]1CN(C)S(=O)(=O)c1ccccc1F	-6	9
CS(=O)(=O)c1ccc(Cl)c(NC(=O)COC(=O)c2ccc(S(=O)(=O)N3CCCC3)cc2)c1	0	6
Cc1nnc(N2C(=O)C(O)=C(C(=O)c3ccco3)C2c2ccc(F)cc2)s1 (stereo unspecified)	6	9
CCOc1ccc(NC(=O)COC(=O)CNC(=O)c2ccc(-c3ccccc3)cc2)cc1	-14	5
Clc1ccc(N=c2ssnc2Cl)nc1	9	7
CCN(CC)S(=O)(=O)c1ccc(/C=C/C(=O)OCC(=O)Nc2cccnc2Cl)cc1	3	-7
CNC(=O)NC(=O)CSc1ncc(C(F)(F)F)cc1Cl	11	0
CCN(CC(=O)Nc1ccc(NC(C)=O)cc1)C(=O)c1ccccc1SCC(=O)N1CCCC1	8	-3
O=C(O)CSc1nc2sc3c(c2c(=O)n1-c1ccccc1)CCC3	8	2
CC(=O)N1CCC(C(=O)Nc2ccc(S(=O)(=O)N3CCCC(C)C3)cc2)CC1 (stereo unspecified)	3	3
CCOC(=O)c1c(C)sc2c1N(C(=O)CN(CC)CC)c1ccccc1S2	0	-1
Cc1nc2ccc(NC(=O)CSc3ccccc3)cc2s1	8	-1
Cc1ccc(C(C(=O)NC2CCCC2)N(C(=O)CNC(=O)c2cccs2)c2cccnc2)o1 (stereo unspecified)	-28	24
CCN1C(=O)/C(=C/c2ccc(N3CCCC3)cc2)NC1=S	-34	1
O=C(Nc1ccccc1)C1CCN(S(=O)(=O)c2cccs2)CC1	17	-8
CC(=O)N1CCC[C@H]1C(=O)O	-14	15
OCC[C@@H]1C[C@H](O)[C@@H](O)[C@]2(OCCc3cc(C(F)(F)F)ccc32)O1	-14	5

In the list so far, these have bromine:
molecule	TAG inh	TAG inh DAPI viability
CN(C(=O)COc1ccc(Br)cc1Cl)C1CCCCC1	-8	6
CCCCC1(Br)C(=O)N(c2ccccc2)N(c2ccccc2)C1=O	-16	5
O=C(Nc1ccc(Br)cc1)C1CCCN(C2=NS(=O)(=O)c3ccccc32)C1 (stereo unspecified)	11	-9

Additional structures.
canonical_smiles	TAG inh	TAG inh DAPI viability
Cn1c(=O)c([N+](=O)[O-])c(NC2CCS(=O)(=O)C2)c2ccccc21 (stereo unspecified)	13	-11
CCN(CC(=O)Nc1ccc2c(c1)OCCO2)CC(=O)Nc1ccc(C)c([N+](=O)[O-])c1	-2	0
COc1ccc(CCNC(=O)C(=O)NCC2OCCN2S(=O)(=O)c2ccc(OC)c(OC)c2)cc1OC (stereo unspecified)	-3	-5
Cc1cc(C(=O)CSc2nc3ccccc3o2)c(C)n1C1CC1	4	-4
CC(=O)NC(Cc1ccc(C(C)C)cc1)C(=O)NC1CCN(c2nc(C)cc(C)n2)CC1 (stereo unspecified)	12	-7
COc1ccc(/C=N/n2cncn2)cc1COc1ccc(NC(C)=O)cc1	-1	2
CCCn1nnnc1SCC(=O)N(C(C)C)C(C)C	7	0
CNC(=S)N1CCC(NC(=O)C(Cc2ccc(OC)cc2)NC(C)=O)CC1 (stereo unspecified)	-4	6
O=C1c2ccccc2C(=O)N1Cc1nc2ccccc2c(=O)n1CCCn1ccnc1	8	-6
COC(=O)c1cc(NC(=S)NCc2ccc(Cl)cc2)cc(C(=O)OC)c1	-5	3
Cc1ccc(S(=O)(=O)N(C)CCCC(=O)Nc2cc(C)ccc2C)cc1	16	-4
COc1ccc(O)c(/C=N/NC(=O)CN2CCS(=O)(=O)CC2)c1	-5	-6
CCOC(=O)c1[nH]c2c(OCC)nc(OCC)nc2c1Br	-3	13
CCc1ccc(OCC(=O)O/N=C(\N)c2ccncc2)c(Br)c1	6	13
COC(=O)c1sccc1NC(=O)Nc1ccccc1C	1	0
O=C(/C=C/c1ccccc1Cl)OCC(=O)N1CCc2ccccc21	11	-2
C=CCSc1nc2ccccc2c(=O)n1C1CCOC(C)(C)C1 (stereo unspecified)	-11	8
CCn1c(SCC(=O)N2CCN(c3ccccc3)CC2)nc2c(c1=O)SC(C)C2 (stereo unspecified)	-2	1
CCOC(=O)c1cccc(NC(=O)CCNS(=O)(=O)c2ccc3c(c2)CCN3C(=O)CC)c1	0	-9
COc1ccc2[nH]cc(CCNC(=O)C3CCCNC3=O)c2c1 (stereo unspecified)	-4	6
Cc1cc(C(=O)CCl)c(C)n1Cc1ccco1	7	-4
COc1cccc(CN2C(=O)[C@@H]3Cc4c([nH]c5ccccc45)C(C)(C)N3C2=O)c1	11	-8
Cc1ccc(-c2nn(-c3ccccc3Cl)cc2C(=O)NCC2CCCO2)cc1 (stereo unspecified)	15	-17
Cc1ccc(S(=O)(=O)N2CCN(C(=O)CSc3nc(N)cc(=O)[nH]3)CC2)c(C)c1	-11	7
CC(=O)N1CCN(C(=O)CCN(c2ccccc2)S(=O)(=O)c2ccc(C)cc2)CC1	-2	-2
CC(=O)Nc1nc2ccccc2n1Cc1ccccc1Cl	19	-1
Cc1cccc(N2CCN(C(=O)C3CCC(=O)N(Cc4ccccc4F)C3)CC2)c1C (stereo unspecified)	4	-4
O=C(NCc1ccccc1Cl)c1cc2ccccc2oc1=O	6	-1
O=C1CN(S(=O)(=O)c2ccc(F)cc2)CCN1	-3	3
C/C(=N\NC(=O)COc1ccccc1-c1ccccc1)c1cccnc1	-20	8
C[C@H](CO)N1C[C@H](C)[C@@H](CN(C)C(=O)Nc2ccccc2F)Oc2cc(Br)ccc2S1(=O)=O	-1	-8
O=C(NCCS(=O)(=O)N1CCN(c2ccccc2F)CC1)c1ccc(F)c(F)c1	-12	-2
O=C(c1ccc(F)cc1)C1CCN(Cc2ccccc2F)CC1	11	-2
CC(C)(C)c1ccc(OCCC(=O)Nc2cccc(S(=O)(=O)N3CCOCC3)c2)cc1	-4	2
COC(=O)c1ccc(OC(=O)c2ccccn2)cc1	-11	-1
CCOC(=O)N1CCN(C(=O)CN2C(=O)COc3ccc(C)cc32)CC1	8	-1
CN=C(C)C1=C(O)C(C(=O)OC)C(C)(C)CC1=O (stereo unspecified)	-9	1
Cc1ccc(C(=O)Nc2cccnc2Oc2ccc(Cl)cc2)cc1	-19	2
CO/N=C/C(C#N)=C/c1cc(C(=O)c2ccc(F)cc2)cn1C	23	-10
CCN(CC)C(=O)c1nc[nH]c1C(=O)N1CCN(c2ccccc2)CC1	8	-1
Cc1ccc(C)c(NC(=S)N2CCCCC2CO)c1 (stereo unspecified)	-11	6
O=C(Cc1c(F)cccc1Cl)Nc1ccc(S(=O)(=O)N2CCOCC2)cc1	-4	0
Nc1c2nc(-c3ccccc3)[nH]c(=O)c2nc(=O)n1-c1ccccc1	14	-4
COc1ccccc1/C=N/OC(=O)c1ccc(C)cc1	-1	6
CCC(C)(C)NC(=O)c1cccc(NC(=O)C(C)C)c1	6	2
CCn1nnnc1SCC(=O)Nc1nc(-c2cccs2)cs1	30	-1
CCOc1ccc2nc(S(=O)(=O)NC(=O)C3(C)CCN3C(=O)CCc3cccs3)sc2c1 (stereo unspecified)	9	-6
CC(C)(C)C(=O)OCc1cn(-c2ccc(Cl)cc2)nn1	12	-10
CC(C)n1nc(C(=O)OCC(=O)N(C)C2CCS(=O)(=O)C2)c2ccccc2c1=O (stereo unspecified)	-3	-7
Cc1ccc(COC(=O)CCCN=C2NS(=O)(=O)c3ccccc32)cc1	-7	-1
Cc1ccc(NC(=O)CCNS(=O)(=O)c2ccc(OC(F)(F)F)cc2)c(O)c1	-12	0
COc1ccc(C(=O)CSc2nnc(-c3cnccn3)n2Cc2ccco2)cc1	-1	-10
CCOC(=O)C(=O)Nc1nnc(C2CCCCC2)s1	0	2
CCc1ccc(C2c3[nH]c4ccccc4c3CCN2C(=O)c2cc[n+]([O-])cc2)cc1 (stereo unspecified)	11	1
C=CC[C@H](CC(=O)N(CCO)Cc1ccccc1)C(=O)N[C@@H](COC(=O)[C@@H](CC=C)CC(=O)OC(C)(C)C)Cc1c[nH]c2ccccc12	31	-1
OC(c1ccccc1)(c1nc(-c2ccc3ccccc3c2)cs1)C(F)(F)F (stereo unspecified)	-21	2
O=C(NCCc1c[nH]c2ccccc12)C1CCN(S(=O)(=O)c2ccccc2F)CC1	1	-4
Cc1sc(NC(=O)c2ccc(OCC(C)C)cc2)c(C(N)=O)c1-c1ccc(Cl)cc1Cl	41	14
COc1ccc(NS(=O)(=O)c2ccc(NC(=S)NC(=O)CC(C)C)cc2)cc1	-13	-1
CN1OC[C@@H]2CN(C(=O)C(C)(C)C)[C@H](c3cccc(N4CCOCC4)c3)C[C@@H]21	8	-3

6 compounds drawn at random from those above, as already listed:
canonical_smiles	TAG inh	TAG inh DAPI viability
C=CC[C@H](CC(=O)N(CCO)Cc1ccccc1)C(=O)N[C@@H](COC(=O)[C@@H](CC=C)CC(=O)OC(C)(C)C)Cc1c[nH]c2ccccc12	31	-1
Cc1ccc(NC(=O)CCNS(=O)(=O)c2ccc(OC(F)(F)F)cc2)c(O)c1	-12	0
CCC(C)(C)NC(=O)c1cccc(NC(=O)C(C)C)c1	6	2
CCn1nnnc1SCC(=O)Nc1nc(-c2cccs2)cs1	30	-1
COc1ccc(NS(=O)(=O)c2ccc(NC(=S)NC(=O)CC(C)C)cc2)cc1	-13	-1
Cc1sc(NC(=O)c2ccc(OCC(C)C)cc2)c(C(N)=O)c1-c1ccc(Cl)cc1Cl	41	14
